TPT1 inhibitor – Candida albicans TPT1 enzyme inhibitors, primary screen, biochemical, fluorescence polarization. tRNA 2'-phosphotransferase TPT1 (Candida albicans SC5314). recombinant caTPT1, FP RNA substrate dephosphorylation. inhibition, % at 5 µM. 300,000 tested, 0.81% active;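 active = inhibition above the mean of all tested compounds plus 3 SD, set per screening campaign, cut at about 24% in these data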;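 note: plate controls were DMSO alone for no effect and ferristatin control at 100 nM for full effect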
procasp7 counter – procaspase-7 activators, primary screen, counter-screen for procaspase-3 activator project, biochemical, absorbance, HTS, human; recombinant procaspase-7, Ac-DEVD-pNA absorbance 405 nm; D23A/D198A/D206A triple mutant, cannot self-cleave; scale: DMSO 0, 5 µM enzyme 100; activation, % at 8.5 µM; 330,000 tested, 0.093% active;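 active = percent activation above the screen-wide mean plus 3 SD, cut at about 25% in these data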
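buffer or medium = Zinc-free HEPES/NaCl buffer, pH 7.4 | material = Procaspase-7 triple mutant (PC-7 D3A) | input = 2 µM procaspase-7 mutant as dispensed | signal = Epi-absorbance of released pNA at 405 nm, two timepoints | timing = 1 h preincubation, 2 h reaction | replicates = singlicate compound testing | evaluation = % activation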
Efflux pump mplx – inhibitors of Candida efflux pumps in yeast, primary screen, S. cerevisiae, Nile Red, multiplex; S. cerevisiae Candida pump triplex; inhibition, % at 10 µM; 330,000 tested, 0.44% active;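 active = plate passing quality check with inhibition over a set limit, or well fluorescence over plate mean plus 4 SD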;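 note: Nile Red retained in pooled yeast measured as flow cytometry median fluorescence; 0% = buffer negative control and 100% = Enniatin B positive control; higher means more Nile Red kept so more efflux inhibition; some compounds called inactive have numbers as strong as hits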
HCV core dimer – inhibitors of HCV core protein dimerization, primary screen, biochemical, TR-FRET, high-throughput | TR-FRET GST/Flag-core106 dimerization, 1536-well | inhibition, % at 5 µM | 300,000 tested, 0.33% active | AID 1899, 2009;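 active = inhibition above the mean of all tested compounds plus 3 SD, set per screening campaign, cut at about 45% in these data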
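Assay system: GST-tagged and Flag-tagged HCV core protein residues 1-106 / Times: compound-protein-antibody incubation 4 h at 22.5 °C / Signal: time-resolved FRET, ex 340 nm, em 617 and 671 nm / Evaluation: % inhibition based on acceptor/donor emission ratio / Benchmarks: wells lacking GST-core106 and wells with excess unlabelled core106 / Repeats: singlicate, one well per compound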
PP5 primary – PP5 phosphatase inhibitors, primary screen, biochemical, fluorescence; Serine/threonine-protein phosphatase 5 (Homo sapiens), P53041; purified PP5c, OMFP substrate fluorescence; inhibition, % at 6.7 µM; 320,000 tested, 0.18% active;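 active = inhibition above the campaign's mean inhibition across all tested compounds plus 3 SD, cut at about 9.5% in these data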;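 note: 0% = DMSO only and 100% = 100 µM cantharidin control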
Target sequence (P53041 whole entry, looked up): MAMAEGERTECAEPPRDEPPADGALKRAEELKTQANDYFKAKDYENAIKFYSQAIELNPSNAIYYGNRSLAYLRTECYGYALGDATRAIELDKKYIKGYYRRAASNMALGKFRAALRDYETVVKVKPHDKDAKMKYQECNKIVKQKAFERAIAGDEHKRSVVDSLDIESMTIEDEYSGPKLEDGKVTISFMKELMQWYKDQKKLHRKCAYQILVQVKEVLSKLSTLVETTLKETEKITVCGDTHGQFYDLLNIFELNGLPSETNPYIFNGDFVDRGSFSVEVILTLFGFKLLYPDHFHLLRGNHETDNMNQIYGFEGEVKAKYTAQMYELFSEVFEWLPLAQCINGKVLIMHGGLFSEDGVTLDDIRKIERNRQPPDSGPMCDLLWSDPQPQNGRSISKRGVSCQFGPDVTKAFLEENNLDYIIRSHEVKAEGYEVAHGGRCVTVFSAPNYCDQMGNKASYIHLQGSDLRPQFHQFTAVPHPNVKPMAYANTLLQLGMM
GASC-1 inh – inhibitors of GASC-1 histone demethylase, primary screen, biochemical, fluorescence, DELFIA europium. Lysine-specific demethylase 4C (Homo sapiens), Q9H3R0. GST-JMJD2C(1-420) H3K9me3 demethylation. inhibition, % at 2.35 µM. 330,000 tested, 0.069% active;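 active = more than half of a compound's replicate wells show inhibition beyond 50%, single wells judged on their own value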;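 note: signal counts dimethyl H3K9 product captured on neutravidin plate; 0% = median of DMSO wells and 100% = 0.3 times that DMSO median; strong numbers were not always called active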
PP1 inh – PP1-alpha phosphatase inhibitors, primary screen, counter-screen for PP5 inhibitor project, biochemical, fluorescence, OMFP substrate, single point. 320,000 tested, 0.9% active. purified PP1alpha. inhibition, % at 6.7 µM. AID 2235, 2010. Serine/threonine-protein phosphatase PP1-alpha catalytic subunit (Homo sapiens), P62136;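 active = inhibition above the mean inhibition of all tested compounds plus 3 SD, computed separately for each screening campaign, cut at about 15% in these data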
Fh CTSL1 inh – Fasciola hepatica cathepsin L1 inhibitors, primary screen, counter-screen for PFM18AAP inhibitor project, biochemical, QFRET, fluorogenic peptide substrate; recombinant F. hepatica cathepsin L1, Z-Leu-Arg-MCA fluorescence; inhibition, % at 5.96 µM; 300,000 tested, 0.49% active;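 active = inhibition above the mean of all tested compounds plus 3 SD, set per screening campaign, cut at about 17% in these data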;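 note: 0% = plate median of test compound wells and 100% = 1 µM Z-Phe-Ala-diazomethylketone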
procasp3 activ – activators of human procaspase-3 D3A mutant, primary screen, biochemical, absorbance, PC-3 D3A mutant, single concentration; Caspase-3 (Homo sapiens), P42574; recombinant procaspase-3 D3A, Ac-DEVD-pNA absorbance 405 nm; 330,000 tested, 0.11% active; AID 463141, 2010; activation, % at 8.5 µM;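 active = activation above the mean of all tested compounds plus 3 SD, cut at about 21% in these data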;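 note: 0% = DMSO alone and 100% = DMSO wells spiked with extra 5 µM PC-3 D3A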
Target sequence (P42574 whole entry D9A/D28A/D175A): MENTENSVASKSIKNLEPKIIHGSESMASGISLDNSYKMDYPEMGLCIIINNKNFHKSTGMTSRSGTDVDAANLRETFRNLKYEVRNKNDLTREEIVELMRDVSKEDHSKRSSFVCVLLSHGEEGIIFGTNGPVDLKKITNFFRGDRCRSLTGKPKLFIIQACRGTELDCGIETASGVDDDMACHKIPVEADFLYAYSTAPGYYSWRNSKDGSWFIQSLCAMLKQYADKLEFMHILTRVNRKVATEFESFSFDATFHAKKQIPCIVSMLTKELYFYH
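Assay system: Procaspase-3 D3A mutant, all three cleavage aspartates alanine. Buffer or medium: Zinc-free HEPES saline buffer with Triton X-100. Times: 1 h compound preincubation, 2 h substrate hydrolysis at 25 °C. Measured by: 405 nm absorbance of p-nitroaniline, reads at 0 and 120 min. Read-out basis: percent activation relative to control range. Replicates: singlicate.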
Numbers without * were called inactive; . = no result given; & = joins results of further samples.

SMILES | TPT1 inhibitor | procasp7 counter | Efflux pump mplx | HCV core dimer | PP5 primary | GASC-1 inh | PP1 inh | Fh CTSL1 inh | procasp3 activ
CCC(=O)NCCCNc1nc2c(C)cccc2cc1C#N | -4 | -2 | 0.0 | -4 | -0.8 | 2 | -4 | -3 | -2
CCN(CCCNC(=O)Cn1ncc2c(=O)oc3ccccc3c21)c1cccc(C)c1 | -2 | 11 | 0.0 | 24 | 0.1 | -4 | 2 | 5 | 2
CCCC1C(C#N)=C(N)Oc2n[nH]c(C(C)(C)C)c21 (configuration not stated) | -9 | 2 | 0.3 | -6 | 3.0 | -3 | 2 | 1 | -5
Nn1c(SCc2cccc(F)c2)nnc1-c1cccnc1 | -1 | 0 | 0.1 | -4 | -0.8 | -4 | -6 | 2 | -4
Cc1ccc2oc(C(=O)N(C)Cc3ccon3)c(C)c2c1 | -3 | 15 | -0.5 | 2 | 1.3 | -10 | -2 | 3 | 0
Cc1ccc(C(=O)NC2CC(C)(C)NC(C)(C)C2)cc1C | 0 | 4 | -0.2 | -6 | 2.0 | -2 | -1 | -3 | -1
CCOc1cccc(C(=O)Nc2ccncc2)c1 | -2 | 7 | -0.2 | -2 | -2.4 | -2 | -2 | 9 | -4
CCc1ccc(NC(=S)N2CCC(NC(=O)c3ccccc3OC)CC2)cc1 | -1 | 7 | 0.0 | 11 | 1.0 | -2 | -3 | -2 | -4
O=C1NC(c2cc(Cl)cc([N+](=O)[O-])c2O)Nc2ccccc21 (configuration not stated) | 1 | -13 | -0.1 | -2 | 0.6 | 1 | 0 | 5 | 0
COc1ccc(CCC(=O)Nc2nc(C)c(C(=O)N(C)C)s2)cc1 | -4 | -20 | -0.1 | -13 | -5.8 | 36 | 2 | 13 | -5
Cc1ccc(C(=O)Nc2ccc(S(=O)(=O)N3CCCC3)cc2)s1 | -1 | 5 | -0.1 | -2 | 3.3 | 0 | 0 | 8 | 0
Cc1nn(CC(=O)NCCCN2CCCCC2C)c(=O)c2cccn12 (configuration not stated) | -4 | 5 | 0.1 | -5 | 1.8 | -49 | 1 | -1 | 6

Shown as comma-separated lines: 9 of the compounds above.
smiles,TPT1 inhibitor,procasp7 counter,Efflux pump mplx,HCV core dimer,PP5 primary,GASC-1 inh,PP1 inh,Fh CTSL1 inh,procasp3 activ
Nn1c(SCc2cccc(F)c2)nnc1-c1cccnc1,-1,0,0.1,-4,-0.8,-4,-6,2,-4
Cc1ccc2oc(C(=O)N(C)Cc3ccon3)c(C)c2c1,-3,15,-0.5,2,1.3,-10,-2,3,0
Cc1ccc(C(=O)NC2CC(C)(C)NC(C)(C)C2)cc1C,0,4,-0.2,-6,2.0,-2,-1,-3,-1
CCOc1cccc(C(=O)Nc2ccncc2)c1,-2,7,-0.2,-2,-2.4,-2,-2,9,-4
CCc1ccc(NC(=S)N2CCC(NC(=O)c3ccccc3OC)CC2)cc1,-1,7,0.0,11,1.0,-2,-3,-2,-4
O=C1NC(c2cc(Cl)cc([N+](=O)[O-])c2O)Nc2ccccc21 (configuration not stated),1,-13,-0.1,-2,0.6,1,0,5,0
COc1ccc(CCC(=O)Nc2nc(C)c(C(=O)N(C)C)s2)cc1,-4,-20,-0.1,-13,-5.8,36,2,13,-5
Cc1ccc(C(=O)Nc2ccc(S(=O)(=O)N3CCCC3)cc2)s1,-1,5,-0.1,-2,3.3,0,0,8,0
Cc1nn(CC(=O)NCCCN2CCCCC2C)c(=O)c2cccn12 (configuration not stated),-4,5,0.1,-5,1.8,-49,1,-1,6

(cont.)
SMILES | TPT1 inhibitor | procasp7 counter | Efflux pump mplx | HCV core dimer | PP5 primary | GASC-1 inh | PP1 inh | Fh CTSL1 inh | procasp3 activ
O=C(c1ccco1)N(CCCN1CCOCC1)c1nc(-c2ccc(Cl)cc2)cs1 | -1 | 8 | 0.1 | 7 | 5.5 | -3 | 1 | 2 | 4
C#CCOCCOCCOCCNc1nc(N2CCN(C(=O)[C@H]([C@@H](C)CC)n3cc([C@@H](N)CC(C)C)nn3)CC2)nc(N2CCN(C(=O)[C@H](CCCCN)n3cc([C@@H](N)C(C)CC)nn3)CC2)n1 (some centres not stated) | 1 | -8 | 0.0 | -9 | 4.5 | -27 | 4 | 31* | -2
COc1cccc(-c2cc3nc(-c4ccccc4)cc(N4CCC5(CC4)OCCO5)n3n2)c1 | 1 | 38* | 0.0 | 5 | 3.0 | 8 | 2 | 1 | 32*
CCC(=O)N1CCc2cc(S(=O)(=O)CCC(=O)N3CCN(c4ccc(Cl)cc4)CC3)ccc21 | -2 | -8 | -0.1 | -3 | 0.9 | 14 | 2 | -2 | 1
Cc1cc(C)c(S(=O)(=O)Nc2nnc(CC(C)C)s2)c(C)c1 | -1 | -4 | 0.1 | -3 | -1.2 | -3 | 5 | 2 | -9
C/C(CCN1CCc2nc(-c3ccccc3)c(-c3ccccc3)cc2C1)=N\OC[C@@H](C)[C@H](OCc1ccccc1)C(C)C | 1 | 3 | 0.3 | -13 | 6.2 | -4 | 1 | 0 | 10
O=C(NCc1ccco1)C(c1cccs1)N(C(=O)Cc1cccs1)c1ccccc1 (configuration not stated) | 4 | -3 | 0.0 | 12 | 2.2 | 5 | -1 | 0 | -3
O=C(Nc1ccc(OC(F)(F)F)cc1)c1ccc2ccccc2n1 | 1 | -6 | -0.1 | 7 | -0.1 | 8 | 1 | 5 | 4
Cc1cc(F)ccc1S(=O)(=O)Nc1ccccc1C(=O)Nc1ccc2[nH]c(=O)[nH]c2c1 | -3 | 4 | -0.1 | 8 | 1.5 | 5 | 3 | -1 | 2
CC1Cc2ccccc2N1C(=O)/C=C/c1cccc(F)c1 (configuration not stated) | 0 | -2 | 0.0 | -5 | -0.6 | -3 | 5 | 3 | -3
Nc1ccc2c(c1)OC1(CCCC1)O2 | 8 | -7 | 0.0 | -6 | -2.0 | -8 | 9 | -2 | -3
COc1ccc(S(=O)(=O)NCC2CCCN(Cc3ccc(O)cc3)C2)cc1 (configuration not stated) | 0 | -1 | 0.2 | 2 | -0.7 | 32 | -3 | -1 | 9
COc1ccc(NC(=O)COC(=O)CCc2ccc(S(=O)(=O)N3CCOCC3)cc2)cc1OC | . | 6 | 0.3 | . | . | 4 | . | . | 8
COc1ccccc1N(C(=O)c1ccco1)C(C(=O)NC1CCCC1)c1cccnc1 (configuration not stated) | -1 | -3 | 0.2 | 3 | 3.8 | 23 | -7 | -7 | -1
Cn1c(CNc2ccc(Cl)cc2)nnc1SCc1ccccc1 | 1 | 9 | -0.1 | 2 | 2.5 | 4 | -3 | 1 | -4
CCCCCCOC(=O)c1ccccc1NC(=O)/C=C/C(=O)O | 0 | 2 | 0.3 | 10 | 2.5 | 0 | 2 | 5 | 7
COC(=O)c1ccc(NC(=O)CC2C(=O)N(c3ccc(C)cc3)C(=O)N2CC(C)C)cc1 (configuration not stated) | -5 | -2 | 0.1 | 3 | -0.9 | -7 | -2 | -2 | -2
COc1ccccc1NC(=O)CSc1nnc(CC(=O)Nc2cccc(C(F)(F)F)c2)n1C | -1 | -3 | 0.1 | 6 | 0.3 | 7 | -2 | 2 | 2
CCOC(=O)c1c(C)[nH]c(C(=O)COC(=O)[C@H](C)NC(=O)c2ccccc2Cl)c1C | 4 | -3 | 0.1 | -9 | -4.0 | 1 | -8 | -4 | 6
CS(=O)(=O)N(CC(=O)N1CCCCC1)Cc1ccccc1 | 1 | 8 | 0.0 | 0 | 2.4 | -1 | -5 | -5 | -1
Cn1c(SCC(=O)N2CCN(c3ccccc3)CC2)nnc1-c1cc2ccccc2o1 | 3 | 7 | 1.0 | 3 | 4.1 | 69&-4 | -4 | -1 | 6
COc1ccc2c(CC(=O)NNC(=O)c3ccccc3F)coc2c1 | . | -5 | -0.3 | . | . | 1 | . | . | 8
COc1ccc(NC(=S)Nc2ccc(OCc3ccccc3)cc2)cc1OC | 2 | -16 | -0.1 | 10 | 1.6 | 0 | -2 | -1 | -16
CCOC(=O)c1c(C)[nH]c(C(=O)CSc2nnc(CC(C)c3ccccc3)o2)c1C (configuration not stated) | 3 | -2 | 0.0 | 0 | 0.2 | -3 | 1 | 0 | 7
COc1ccccc1NC(=S)N1CCCc2ccccc21 | 2 | -3 | 0.0 | 1 | -1.5 | 8 | -8 | -3 | 9
C=CCNC(=O)c1cc(Cl)cc(Cl)c1 | 7 | -5 | -0.1 | 0 | 0.7 | 14 | -4 | -3 | 1
CCN1CCN(C(=S)NC(CC(=O)c2ccccc2)c2ccccc2)CC1 (configuration not stated) | 1 | -2 | 0.2 | 0 | 0.6 | -16 | 2 | 1 | 1
O=C(CCN1C(=O)C2CC=CCC2C1=O)Nc1ccccc1Cl (configuration not stated) | 0 | 3 | -0.1 | 5 | 1.2 | 25 | -1 | 2 | 5
CN(C)C(=O)COC(=O)c1cccnc1Nc1ccccc1F | -2 | -2 | -0.1 | 1 | 0.9 | 12 | 8 | 0 | 3
CCCNC(=O)Cn1cnc2sc(C(=O)N3CCN(Cc4ccc5c(c4)OCO5)CC3)c(C)c2c1=O | -2 | 9 | -0.1 | -6 | 0.1 | 42 | 1 | 2 | 13
COc1ccc(C(=O)C2CCCN(C(=O)C3CCOCC3)C2)cc1OC (configuration not stated) | -2 | 10 | -0.1 | 0 | -0.7 | 12 | 1 | 2 | 7
O=C(CNC(=O)C1COc2ccccc2O1)N/N=C\c1ccccc1Cl (configuration not stated) | 0 | -5 | -0.1 | -12 | 0.8 | 0 | 1 | 10 | -4

Bioassay records as filed in PubChem BioAssay.
